# TMEM16A inh: TMEM16A chloride channel inhibitors, primary screen, cell-based, HTS | 310,000 compounds, 1.2% hits | AID 588511, 2011 | normalized B-score (activity score, 25-100; higher = stronger inhibition) at 10 µM | HEK293 TMEM16A/YFP iodide influx fluorescence, ionomycin;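 active means ratio plate-corrected score three or more library SD toward inhibition, starting fluorescence score within five deviations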;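 further: score derived from kinetic fluorescence span divided by baseline fluorescence per well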
# Target sequence (Q8BHY3 whole entry, looked up): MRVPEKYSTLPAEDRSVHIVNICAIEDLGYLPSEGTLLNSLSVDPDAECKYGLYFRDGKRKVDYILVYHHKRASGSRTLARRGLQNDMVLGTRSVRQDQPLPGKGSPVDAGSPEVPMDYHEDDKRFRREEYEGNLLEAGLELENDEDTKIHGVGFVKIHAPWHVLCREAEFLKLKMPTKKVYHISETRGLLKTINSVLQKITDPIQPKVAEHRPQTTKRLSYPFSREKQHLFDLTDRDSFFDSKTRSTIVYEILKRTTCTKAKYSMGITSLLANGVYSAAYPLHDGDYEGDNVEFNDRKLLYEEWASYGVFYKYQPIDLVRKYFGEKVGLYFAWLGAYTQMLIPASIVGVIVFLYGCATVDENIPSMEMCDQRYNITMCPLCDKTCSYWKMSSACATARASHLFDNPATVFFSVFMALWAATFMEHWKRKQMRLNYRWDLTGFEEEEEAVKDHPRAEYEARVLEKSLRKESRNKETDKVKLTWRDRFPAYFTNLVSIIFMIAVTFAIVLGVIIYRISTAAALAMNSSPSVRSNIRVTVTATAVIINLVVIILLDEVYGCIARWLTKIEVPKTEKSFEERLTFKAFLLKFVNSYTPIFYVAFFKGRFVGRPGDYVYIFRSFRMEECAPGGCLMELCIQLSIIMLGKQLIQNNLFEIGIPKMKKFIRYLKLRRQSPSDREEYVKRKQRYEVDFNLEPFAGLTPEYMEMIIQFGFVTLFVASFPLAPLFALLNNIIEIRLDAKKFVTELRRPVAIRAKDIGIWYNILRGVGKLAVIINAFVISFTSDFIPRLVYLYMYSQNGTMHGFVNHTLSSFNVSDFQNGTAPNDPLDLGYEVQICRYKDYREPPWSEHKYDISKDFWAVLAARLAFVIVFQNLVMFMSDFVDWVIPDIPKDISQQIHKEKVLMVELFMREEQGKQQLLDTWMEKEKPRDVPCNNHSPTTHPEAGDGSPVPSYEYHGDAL
# KCNQ1 inh: inhibitors of human KCNQ1 channel, primary screen, cell-based, thallium flux, high-throughput; B-score at 10 µM; Potassium voltage-gated channel subfamily KQT member 1 (Homo sapiens), P51787; 310,000 compounds, 1.3% hits; AID 2642, 2010; CHO-K1 KCNQ1, FluxOR thallium flux fluorescence; active compounds read high;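 active means compounds whose thallium flux B-score, printed positive for inhibition, exceeds three library SD while starting fluorescence stays within three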;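 further: channel opened by potassium depolarization with thallium stimulus after 20 min compound exposure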
# MrgX1 ag: agonists of human MrgX1 receptor, primary screen, HEK293 cells, Fluo-4 calcium flux | 310,000 compounds, 0.44% hits | AID 588627, 2011 | B-score at 10 µM | Fluo-4 calcium fluorescence, agonist mode; active compounds read high | Mas-related G-protein coupled receptor member X1 (Homo sapiens), Q96LB2;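 active means calcium response B-score plate-corrected fluorescence ratio at least 3 library SD, with starting fluorescence B-score inside 5 SD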
#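 Test system: Stable human MrgX1 HEK293 cell line | Schedule: Overnight plating before 1 h dye loading | Read-out basis: Baseline-normalised fluorescence change ratio, B-scored | Detection: Kinetic calcium dye fluorescence, Fluo-4 NW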
# MrgX1 allo act: positive allosteric modulators of MrgX1, primary screen, HEK293 cells, Fluo-4 calcium flux; B-score at 10 µM; Mas-related G-protein coupled receptor member X1 (Homo sapiens), Q96LB2; FDSS; active compounds read high; AID 588675, 2011; 310,000 compounds, 0.63% hits;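 active means plate-corrected calcium response at least 3 library SD above typical, normal starting fluorescence, not activating the receptor alone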;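 further: compound read alongside a low EC10 to EC30 dose of BAM8-22 agonist; peak minus trough fluorescence over baseline measured at the second addition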
# hERG rescue: hERG rescue from dofetilide block, primary screen, cell-based, CHO-hERG, FluxOR thallium flux, dofetilide IC70; 310,000 compounds, 0.51% hits; activation (rescue from dofetilide block), less the hit threshold, % at 10 µM; dofetilide IC70 present; AID 1511, 2009; Voltage-gated inwardly rectifying potassium channel KCNH2 (Homo sapiens), Q12809;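 active means activation above the mean of controls blocked by dofetilide plus 5 SD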;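 further: thallium influx through hERG after potassium depolarization seen as dye fluorescence rise; in these data hits start at about 4.7%; inactives centre near -7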
# RGS4 pot: RGS4 potentiators or activators, primary screen, cell-based, HEK293 M3R inducible RGS4, calcium flux | 310,000 compounds, 0.92% hits | AID 463111, 2010 | B-score at 10 µM | carbachol calcium flux Fluo4; active compounds read low;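 active means B-score of the integrated calcium signal more than 4 SD below the library mean, with starting fluorescence not abnormally high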;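 further: negative B-score means reduced calcium response which marks RGS4 activation or potentiation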
#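 Reagent: ECmax carbachol challenge; Test system: M3R-expressing HEK293 line, RGS4 induced by doxycycline; Schedule: overnight RGS4 induction, 30 min dye load 37 °C, 20 min compound RT; Detection: calcium dye Fluo4 fluorescence; Read-out: Agonist-evoked peak-minus-minimum fluorescence over baseline, integrated ratio, B score.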
# KCNQ1 pot: potentiators or activators of KCNQ1 channel, primary screen, cell-based, thallium flux, high-throughput; Potassium voltage-gated channel subfamily KQT member 1 (Homo sapiens), P51787; CHO-K1 KCNQ1, thallium flux FluxOR fluorescence; active compounds read high; B-score at 10 µM; 310,000 compounds, 0.35% hits; AID 2648, 2010;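 active means fluorescence ratio B-score, a plate-corrected score, at least three library SD, with initial intensity B-score within 5 SD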
#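 assay system = KCNQ1-transfected CHO-K1 cells | medium = assay buffer with matched DMSO | probe or stimulus = depolarizing K+/Tl+ stimulus, K2SO4 and Tl2SO4 each 12.5 mM in 5x stock | dosing = single dose | incubation = dye 90 min, compound 20 min, room temperature | detection = kinetic FluxOR fluorescence, 10 s baseline plus 110 s post-stimulus | evaluation = ratio B score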
# RGS4 inh: RGS4 inhibitors, primary screen, cell-based, HEK293 M3R inducible RGS4, calcium flux; B-score at 10 µM; 310,000 compounds, 0.45% hits; Regulator of G-protein signaling 4 (Homo sapiens), P49798; Fluo-4 calcium flux; active compounds read high; triggered by carbachol at its EC20;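 active means B-score, a plate-corrected calcium signal, over three deviations above library mean, with baseline fluorescence within five deviations of library mean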;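 further: RGS4 expression induced by doxycycline in cells with stable M3 receptor; B-score is computed from the integrated fluorescence ratio over baseline after carbachol; higher B-score means a larger calcium signal and so more RGS4 inhibition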
# KCNK9 block: KCNK9 potassium channel inhibitors, primary screen, HEK293 cells, thallium flux; FluxOR thallium flux fluorescence; active compounds read low; AID 488922, 2010; Potassium channel subfamily K member 9 (Homo sapiens), Q9NPC2; 310,000 compounds, 1.2% hits; B-score at 10 µM;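 active means ratio B-score over 3 SD below the library mean, with starting fluorescence within 5 SD of its mean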;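 further: negative B-score means less thallium flux so channel inhibition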
# ANO1 activ: TMEM16A chloride channel activators or potentiators, primary screen, cell-based, HTS | 340,000 compounds, 0.3% hits | AID 623877, 2012 | HEK293 TMEM16A/YFP-H148Q/I152L, iodide quench fluorescence; active compounds read low | B-score at 10 µM;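 active means fluorescence-ratio B-score plate-corrected deviation score at least 3 library SD below zero, with starting fluorescence score within 5 deviations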;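 further: channel opened by trigger with iodide after compound preincubation; score built on the fluorescence ratio of max minus min over baseline; more negative score means more quench and so TMEM16A activation or potentiation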
# KCNK3 inh: human KCNK3 channel inhibitors, primary screen, CHO cells, FluxOR thallium flux, B-score. FluxOR fluorescence; active compounds read low. AID 602410, 2012. B-score at 10 µM. 340,000 compounds, 0.84% hits;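 active means B-score under library mean minus 4 SD, starting fluorescence ratio at most library mean plus 5 SD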;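 further: more negative B-score means stronger inhibition of thallium flux through KCNK3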
# The depositor's hits bear a star; i = inactive; nt = no result given.
molecule	KCNK3 inh	MrgX1 allo act	TMEM16A inh	hERG rescue	KCNQ1 inh	RGS4 pot	MrgX1 ag	RGS4 inh	KCNK9 block	ANO1 activ	KCNQ1 pot
Cc1ccc2nc(C)cc(C(=O)OCC(=O)Nc3cccnc3Cl)c2c1	i	i	i	-7.6	i	i	i	i	i	i	i
CCOC(=O)C1(CCOc2ccccc2)CCN(Cc2ccc(OC)c(O)c2)CC1	i	i	i	-11.0	i	i	i	i	i	i	i
COc1ccc(C(CNC(=O)c2ccc(S(=O)(=O)N3CCCC3)cc2)N2CCOCC2)cc1 (configuration not stated)	i	i	i	-11.4	i	i	i	i	i	i	i
CC(=O)Nc1c2c(nn1-c1ccccc1)CS(=O)C2 (configuration not stated)	i	i	i	-4.4	i	i	i	i	i	i	i
Cc1ccc(C2NC(=O)c3c(sc4c3CCN(C)C4)N2)s1 (configuration not stated)	i	i	i	-7.9	i	i	i	i	i	i	i
O=C(Nc1cc(-c2ccccc2)[nH]n1)c1ccccc1F	i	i	i	-6.9	i	i	i	i	i	i	i
C(=N\Nc1ncnc2sc3c(c12)CCC3)/c1cccs1	i	i	i	-9.0	i	i	i	i	i	i	i
COc1ccc(CN2CCN(Cc3ccccc3C(F)(F)F)CC2)c(OC)c1	i	i	i	-10.8	i	i	i	i	i	i	i
CN(C)CCNC(C(=O)Nc1cc(Cl)cc(Cl)c1)c1ccccc1 (configuration not stated)	i	i	i	-3.0	i	-9.73*	i	i	i	i	i
COc1cc(/C=C2\CCCc3c2nc2ccccc2c3C(=O)O)cc(Br)c1O	i	i	i	-3.6	i	i	i	i	i	i	i
CC(=O)c1ccc(NC(=O)CSc2nc(N)c3cc4c(nc3n2)CCCC4)cc1	i	i	i	-9.4	i	i	i	i	i	i	i
CN=C1CC(C)(C)CC(=O)/C1=C(/O)CCCN1C(=O)c2ccccc2C1=O	i	i	i	-12.3	i	i	i	i	i	i	i
CCOC(=O)c1ccc[n+](CC(=O)c2ccc(OC)cc2)c1	i	i	i	-3.5	i	i	i	i	i	i	i
CC1(C)CC2CC(C)(CN2C(=O)COC(=O)c2ccc(Cl)cc2N)C1 (configuration not stated)	i	i	i	-2.8	i	i	i	i	i	i	i
O=C(O)c1cc(-c2ccc(/C=N/Nc3ccc([N+](=O)[O-])cn3)o2)ccc1Cl	i	nt	nt	-10.3	i	i	nt	i	i	i	i
O=C(CN1CCOCC1)Nc1ccc([N+](=O)[O-])cc1Br	i	i	i	-8.8	i	i	i	i	i	i	i
Cc1nc(SCCO)c([N+](=O)[O-])[nH]1	i	i	i	-5.1	i	i	i	i	i	i	i
C=CCn1c(SCC(=O)c2ccc(Cl)s2)nc2ccccc2c1=O	i	i	i	-15.9	i	i	i	i	i	i	i
Cc1cccc(C)c1NC(=S)N(Cc1ccco1)C1CCN(C(C)C)CC1	i	i	i	-11.2	i	i	i	i	i	i	i
CCS(=O)(=O)N1CCC(C(=O)Oc2ccccc2)CC1	i	i	i	-5.0	i	i	i	i	i	i	i
CCN(CC)C(=O)CN1C(=O)C2CC=C(Cl)CC2C1=O (configuration not stated)	i	i	i	5.8*	i	i	i	i	i	i	i
O=C(NCc1ccccc1)[C@H]1C[C@@H]1[C@H](NP(=O)(c1ccccc1)c1ccccc1)c1ccccc1	i	i	i	-7.8	i	i	i	i	i	i	i
CS(=O)(=O)N(CC(=O)NC1CCCC1)c1ccc(Oc2ccccc2)cc1	i	i	i	-17.1	i	i	i	i	i	i	i
O=c1oc2ccccc2c(NC2CCCCC2)c1NS(=O)(=O)c1ccc(F)c(Cl)c1	i	i	i	-5.2	i	i	i	i	i	i	i
Cc1cc(C)c(C)c(S(=O)(=O)N2CCN(C(=O)CCc3nc4ccccc4c(=O)[nH]3)CC2)c1C	i	i	i	-9.3	i	i	i	i	i	i	i
CC(C)(C)c1ccc(C(=O)NC(=S)NCC2CCCO2)cc1 (configuration not stated)	i	i	i	-9.3	i	i	i	i	i	i	i
CCOc1cccc(C(=O)Nc2ccccc2C(=O)N2CCN(C)CC2)c1	i	i	i	-2.8	i	i	i	i	i	i	i
O=C(C1CCN(c2ncnc3c2nc2n3CCCCC2)CC1)N1CCN(c2ccccc2F)CC1	i	i	i	-19.6	i	i	i	i	i	i	i
CCc1cc2c(NCc3ccco3)ncnc2s1	i	i	i	-12.6	i	i	i	i	i	i	i
COc1ccc(-c2cc(C(=O)N3CCCC3)c3ccccc3n2)cc1OC	i	i	i	-12.5	i	i	i	i	i	i	i
O=C(Nc1ccc(Cl)cc1)N1CCC(c2nc(-c3ccc(F)cc3)no2)CC1	i	i	i	-13.3	i	i	i	i	i	i	i
CCOc1ccc2nc(NCCNS(=O)(=O)c3ccccc3)c(C#N)cc2c1	i	i	i	-11.9	i	i	i	i	i	i	i
Cc1ccc2c3c([nH]c2c1)C(=O)CC(C)(C)S3	i	i	i	-9.3	i	i	i	i	i	i	i
Nc1c(-c2ccc(F)cc2)cnc2ncnn12	i	i	i	-5.6	i	i	i	i	i	i	i
Cc1onc(-c2c(Cl)cccc2Cl)c1C(=O)n1nnc2ccccc21	nt	i	i	4.8*	i	i	i	i	i	nt	i
O=S(=O)(c1ccc(F)c(F)c1F)N1CCN(C(=S)Nc2ccccc2)CC1	i	i	i	-11.7	i	i	i	i	i	i	i
Cc1csc(NC(=O)/C=C/c2ccc3c(c2)OCO3)n1	i	i	i	-6.6	i	i	i	i	i	i	i
CCc1cc(=O)oc2cc(OCC(=O)NC3CC(C)(C)NC(C)(C)C3)ccc12	i	i	i	-3.8	i	i	i	i	i	i	i
COc1ccccc1N(C)S(=O)(=O)c1ccc(Cl)c(C(=O)NNC(=O)c2ccccc2O)c1	i	i	i	-24.5	i	i	i	i	i	i	i
CCOC(=O)c1cc(NC(=O)c2cc(C)on2)cc(C(=O)OCC)c1	i	i	i	-6.0	i	i	i	i	i	i	i
CCN1CCN(c2ccc(S(=O)(=O)N3CCCCC3)cc2NC(=O)c2cccc(C)c2[N+](=O)[O-])CC1	i	i	i	-11.8	i	i	i	i	i	i	i
CCCCNC(=O)CCCCC(=O)N/N=C/c1ccccc1Cl	i	i	i	-4.3	i	i	i	i	i	i	i
CC(C)C(=O)N1CCN(c2nc(-c3ccccc3)c3c(c2C#N)CC(C)(C)OC3)CC1	i	i	i	-11.6	i	i	i	i	i	i	i
C/C(=N\NC(=O)c1ccc(O)cc1O)c1cccnc1	i	i	i	-11.6	i	i	i	i	i	i	i
COc1ccc(CN2CCNC(=O)C2CC(=O)NCCN2CCCCC2=O)c(F)c1 (configuration not stated)	i	i	i	-4.5	i	i	i	i	i	i	i
CCC1Sc2ccccc2N(CC(=O)NCc2ccc3c(c2)OCO3)C1=O (configuration not stated)	i	i	i	-3.9	i	i	i	i	i	i	i
CCCC(=O)Nc1nnc(-c2ccco2)s1	i	i	i	-2.4	i	i	i	i	i	i	i
O=C(Cc1ccc([N+](=O)[O-])cc1)NCC1CCCO1 (configuration not stated)	i	i	i	-5.8	i	i	i	i	i	i	i
O=C(OCC(=O)N1CCN(S(=O)(=O)c2ccc(Cl)cc2)CC1)c1ccc([N+](=O)[O-])o1	i	i	i	-5.4	i	i	i	i	i	i	i
COC(=O)[C@@H](Cc1ccc(O)cc1)NC(=O)[C@H]1CCC(=O)N1C(=O)OCc1ccccc1	i	i	i	-6.5	i	i	i	i	i	i	i

# The list goes on:
molecule	KCNK3 inh	MrgX1 allo act	TMEM16A inh	hERG rescue	KCNQ1 inh	RGS4 pot	MrgX1 ag	RGS4 inh	KCNK9 block	ANO1 activ	KCNQ1 pot
CSc1nc(NS(=O)(=O)c2cc(C)c(Cl)cc2Cl)nn1C	i	i	i	-6.3	i	i	i	i	i	i	i
Cc1ccc[n+](CC(=O)N2CCCCC2)c1C	i	i	i	-15.3	i	i	i	i	i	i	i
Cc1cc(Sc2nc(NC(C)C)nc(NC(C)C)n2)nc(Cl)n1	i	i	i	-9.4	i	i	i	i	i	i	i
O=C(CCn1nnc2ccccc21)NNC(=O)C1CCCCC1	i	i	i	-4.5	i	i	i	i	i	i	i
Cc1ccc2c(C)c(C(=O)N3CCN(c4ncccn4)CC3)oc2c1C	-9.12*	nt	nt	-2.8	i	i	nt	i	-6.73*	i	i
CCN1CCN(c2c(Cl)cccc2NC(=O)c2ccc3c(c2)OCCO3)CC1	i	i	i	-8.3	i	i	i	i	i	i	i
O=[N+]([O-])c1ccc(C2CCCC/C2=N/OCc2ccc(F)cc2)c([N+](=O)[O-])c1 (configuration not stated)	i	i	i	-13.6	i	i	i	i	-8.23*	i	i
O=C(NC1CC(=O)N(c2ccc(F)cc2)C1)C(=O)c1c[nH]c2ccccc12 (configuration not stated)	i	i	i	-9.4	i	i	i	i	i	i	i
NC1=NN=C(N2N=C(c3ccccc3)CC2(O)C(F)(F)F)n2ncnc2C1 (configuration not stated)	i	i	i	-6.5	i	i	i	i	i	i	i
O=C(Nc1ccc(S(=O)(=O)NCc2ccco2)cc1)c1ccncc1	i	i	i	-3.2	i	i	i	i	i	i	i
COCCCNC(=S)N/N=C/c1ccccc1O	i	i	i	-9.2	i	i	i	i	i	i	i
COc1ccc(/C(C)=N\NS(C)(=O)=O)c(OC)c1	i	i	i	-4.4	i	i	i	i	i	i	i
Cc1cc(-c2cccs2)n[nH]1	i	i	i	-0.2	i	i	i	i	i	i	i
